Screens as filed in PubChem.
LmPK inhibitor = inhibitors of Leishmania mexicana pyruvate kinase. Q27686. purified LmPK, Kinase-Glo ATP luminescence, 1 h. Potency, µM (series often up to 57.5 µM), inactives show top-dose activity change, negative = inhibition, actives largely listed as inhibitors. 0.37% of 290,000 active. AID 1721; also: potency is read from the fitted curve at half-maximal effect
Target sequence (Q27686 whole entry, looked up): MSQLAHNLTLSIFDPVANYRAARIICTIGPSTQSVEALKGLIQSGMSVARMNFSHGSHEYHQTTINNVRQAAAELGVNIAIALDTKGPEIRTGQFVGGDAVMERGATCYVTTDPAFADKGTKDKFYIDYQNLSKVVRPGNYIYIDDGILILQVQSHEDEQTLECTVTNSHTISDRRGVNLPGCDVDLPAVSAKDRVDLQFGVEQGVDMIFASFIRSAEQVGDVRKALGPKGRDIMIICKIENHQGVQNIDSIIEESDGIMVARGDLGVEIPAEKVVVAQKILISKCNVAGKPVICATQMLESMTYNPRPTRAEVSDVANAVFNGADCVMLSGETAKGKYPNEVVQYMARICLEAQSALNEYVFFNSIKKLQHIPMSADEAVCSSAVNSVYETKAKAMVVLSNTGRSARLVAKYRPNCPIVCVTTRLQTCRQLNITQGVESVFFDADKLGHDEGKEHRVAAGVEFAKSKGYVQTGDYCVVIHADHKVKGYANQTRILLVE
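Screened at intermediate enzyme activity to detect both inhibitors and activators: LmPK at 0.1 nM, with a 0.5 nM enzyme column as activation reference. PEP 0.5 mM, ADP 0.1 mM; ATP detected by luminescence after 1 h.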
AmpC detergent = AmpC beta-lactamase inhibition with detergent present | P00811 | AmpC hydrolysis of nitrocefin, absorbance 480 nm, 0.01% Triton | Potency, µM (series often up to 114 µM), inactives show at the highest dose activity change, negative = inhibition, actives largely listed as inhibitors | 0.041% of 370,000 active;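 also: potency is read from the fitted curve at half-maximal effect; 0% = no-compound wells and -100% = no-enzyme wells; nearly all actives have a fitted effect of over 25% in size; some results filed as inactive show a strong effect at the top dose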
Target sequence (P00811 whole entry, looked up): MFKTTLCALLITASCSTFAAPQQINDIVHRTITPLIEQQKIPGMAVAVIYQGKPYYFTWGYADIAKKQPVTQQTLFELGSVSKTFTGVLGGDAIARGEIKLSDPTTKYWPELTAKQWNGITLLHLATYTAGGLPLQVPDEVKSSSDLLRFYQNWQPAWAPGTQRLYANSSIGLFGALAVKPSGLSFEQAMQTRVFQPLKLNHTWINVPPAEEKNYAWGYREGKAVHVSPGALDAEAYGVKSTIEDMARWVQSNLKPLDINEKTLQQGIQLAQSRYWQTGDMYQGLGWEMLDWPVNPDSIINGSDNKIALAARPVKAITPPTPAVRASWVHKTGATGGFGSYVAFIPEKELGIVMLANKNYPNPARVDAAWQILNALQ
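20 mM phosphate pH 7.0 + 0.01% (detergent screen) or 0.0001% Triton X-100; 5.3 nM AmpC reagent; cpd preinc 15 min RT; nitrocefin (800 uM stock) to start; A480 q20 s × 4 min; Activity was normalised to no-enzyme and no-compound control wells.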
Tb PYK inh = inhibitors of Trypanosoma brucei pyruvate kinase; TbPYK enzyme, Kinase-Glo Plus ATP luminescence, 45 min; AID 624173; 0.12% of 410,000 active; Potency, µM (highest dose often 76.8 µM), for inactives: at the top dose activity, negative = inhibition, actives largely listed as inhibitors; also: potency is read from the fitted curve at half-maximal effect; nearly all actives have a fitted effect of over 50% in size
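Assay buffer: 50 mM TEA pH 7.2, 100 mM KCl, 10 mM MgCl2, 0.05% BSA, 0.01% Tween-20. Pyruvate kinase from T. brucei plus substrate met compound, then ADP (130 uM final). Luminescence was read post 45 min RT.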
AMA1 RON2 block = disrupts binding of P. falciparum AMA1 to RON2. AlphaScreen AMA1-biotinylated RON2 peptide binding. Potency, µM (doses to about 58.2 µM), without a hit: at the highest dose activity change, negative = inhibition, hits mostly inhibitors. 0.2% of 360,000 active;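 also: potency is read from the fitted curve at half-maximal effect; 0% = vehicle wells and -100% = peptide control; nearly all actives have a fitted effect of over 45% in size; some results filed as inactive show a strong effect at the top dose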
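AMA1 (3D7) with his tag at 25 nM final met compounds first, then biotinylated RON2 peptide at 25 nM; detection used donor plus acceptor beads, 10 µg/mL apiece, read by AlphaScreen after 30 min at room temperature.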
AmpC inh no detg = blocks E. coli AmpC beta-lactamase in detergent-free assay | AmpC nitrocefin hydrolysis, absorbance 480 nm, 0.0001% Triton | Potency, µM (titrated, usually from 57.1 µM), for the others: at the top dose activity change, negative = inhibition, hits mostly inhibitors | 0.52% of 330,000 active | AID 485341;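 also: potency is read from the fitted curve at half-maximal effect; plate controls were no compound for no effect and no enzyme for full effect; nearly all actives have a fitted effect of over 20% in size; some results filed as inactive show a strong effect at the top dose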
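AmpC (5.3 nM in the dispensed reagent) in 20 mM phosphate pH 7.0 with 0.01% (detergent screen) or 0.0001% Triton X-100 was preincubated with compounds for 15 min at room temperature. Nitrocefin was then added from an 800 uM solution, and hydrolysis was followed at 480 nm.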
HCMV inh = inhibitors of human cytomegalovirus; HFF cells, HCMV-luciferase reporter, 72 h; stronger effect = lower value; 4.5% of 410,000 active; AID 1259415; activity change, negative = inhibition, % at 57.5 µM; in the data active = activity change below about -60%; inconclusive = no clear call, values can overlap the other calls; inactive = above about -39%
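Screen run at 2 compound doses on HFFs infected with reporter HCMV, MOI 1 PFU/cell. Luciferase activity from cell lysates at 72 h post infection gave inhibition relative to buffer-only and Salinomycin wells.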
Sm TGR block = blocks Schistosoma mansoni thioredoxin glutathione reductase. 3% of 360,000 active. Potency, µM (titrated, usually from 114 µM), for the others: at the highest dose activity change, negative = inhibition, hits mostly inhibitors. Q962Y6. purified TGR, DTNB reduction, TNB absorbance 405 nm. AID 485364; also: potency is read from the fitted curve at half-maximal effect; nearly all actives have a fitted effect of over 60% in size
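TGR 20 nM + NADPH 100 uM (dispensed conc.), cpd preinc 15 min RT; start with NADPH (500 uM addition) then DTNB (15 mM addition). Kinetic TNB absorbance, 405 nm filter. Four-parameter Hill fit across titration.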
Starred values were filed as active, the others as inactive; u = inconclusive; x = no result given; [ ] = dose if it differs, or a comment. Unless noted, calls follow the shape of the dose curve; as a rule, active = well fitted curve in the direction sought with a large enough effect; inconclusive = small, poorly fitted or top-dose-only effect, or another doubt; inactive = no such curve, though single readings can be large; an effect the other way counts as inactive or inconclusive. Unless noted, % is scaled to controls: 0 for no effect and ±100 for the full control effect.

molecule	LmPK inhibitor	Tb PYK inh	AMA1 RON2 block	Sm TGR block	AmpC detergent	HCMV inh	AmpC inh no detg
CCOc1ccccc1Nc1sc(C(=O)c2ccc(Cl)cc2)c(N)c1C#N	x	-3%	x	6%	4%	-6	x
CCN(CC(=O)Nc1c(F)cccc1F)C(=O)c1ccc(-n2cncn2)c([N+](=O)[O-])c1	x	0%	-8%	-6%	-8%	-16	-13%
Cc1oc2cc3oc(=O)ccc3cc2c1C	-6%	-3%	1%	0%	-9%	58	-9%
c1ccc(CNc2ccccn2)cc1	-3%	1%	0%	65%[activator]	5%	14	-5%
O=S(=O)(NCCOc1ccccc1)c1ccc2ccccc2c1	4%	11%	-3%	0%	-4%	-14	-28%
C#CCN(C(=O)c1cc(COc2cccc(C(F)(F)F)c2)on1)C1CCCCC1	-1%	-4%	17%	1%	3%	3	-3%
CC(C)(C)NC(=O)N1CCN(c2ncccc2C(F)(F)F)CC1	-2%	-18%	3%	-3%	2%	-39	15%
Cc1ccc(NC(=O)c2cc(NC(=O)c3ccco3)ccc2N2CCOCC2)cc1	-2%	0%	-2%	1%	-2%	9	-6%
O=C(NCCc1ccccc1)c1oc2ccccc2c1COc1ccccc1	-3%	0%	-13%	-5%	-4%	25	-42%
CC(=O)c1ccc(-n2nnnc2SCC(=O)Nc2cccc(NC(=O)c3ccco3)c2)cc1	3%	-5%	2%	-30%	-6%	-34	-45%
CC(C)c1onc(C(=O)N2CCC3(CC2)OCCO3)c1[N+](=O)[O-]	-5%	-2%	-1%	-1%	1%	-5	-7%
O=C(CN1C(=O)/C(=C2\SC(=S)N(C3CCS(=O)(=O)C3)C2=O)c2ccccc21)Nc1ccccc1 (centres undefined)	-8%	2%	-19%	-10%	-3%	-13	-37%
CC(=O)NNC(=O)c1[nH]c2ccc(Cl)cc2c1-c1ccccc1	5%	2%	72%[activator]	-2%	5%	-4	83%[activator]
CCCC[C@@H]1CNCCN1CCCc1cc(OC)c(OC)c(OC)c1	x	-1%	-4%	-5%	-10%	-11	-2%
COc1ccccc1NC(=O)Oc1ccc(C(C)=O)cc1	1%	-2%	-6%	-16%	-4%	65	-17%
CCCc1nc2sc3c(SCC(=O)NCc4ccco4)ncnc3c2c2c1CCC2	16%	-10%	-26%	16µM*	u	42	40%
COc1ccc(N2CCOCC2)c(NC(=O)c2cccnc2)c1	-5%	0%	23%	7%	5%	-28	196%[activator]
CC(C)N1CC(C(=O)O)CC1=O (centres undefined)	-6%	4%	-1%	-12%	-10%	34	1%
CC(=O)NC1CC2CCCC(C1)N2C(=O)Nc1cccc(C(C)=O)c1 (centres undefined)	x	3%	13%	x	x	30	x
O=C(CSc1nc2ccccc2o1)Nc1nc2c(s1)CCCC2	x	0%	41%[activator]	x	x	-86*	x
COCCn1c(-c2ccc(C)cc2)nc2c(c(=O)c3ccccc3n2C)c1=O	x	3%	7%	x	x	u	x
Cc1cc(Br)cn2c(Cc3ccccc3)c(C3CCCCC3)nc12	x	5%	1%	x	x	-18	x
Cc1nn(C)cc1CNC(=O)C1C2CCC(C2)C1C(=O)O (centres undefined)	3%	x	x	9%	-7%	-35	-3%
CN(CC(=O)Nc1ccccc1Cl)C(=O)COC(=O)/C=C/c1cccc(C(F)(F)F)c1	x	-12%	2%	1%	u	-35	72%[activator]
Cc1ccc(CN2CCN(Cc3ccccc3)C(CCO)C2)s1 (centres undefined)	3%	6%	12%	-13%	-6%	-6	18%
CCc1nn(CC(=O)N2CCC(C(N)=O)CC2)c(=O)c2cc3occc3n12	-2%	6%	-1%	6%	0%	-28	-13%
CCCC(=O)Nc1cccc(Oc2ccc3c(c2)C(=O)NC3=O)c1	7%	0%	-5%	3%	-18%	-2	-13%
CSCC[C@H](NC(=O)c1cccc(S(=O)(=O)N2CCCCCC2)c1)c1nc2ccccc2[nH]1	x	-3%	-23%	x	x	u	-25%
CCN(CC)CCn1c(=N)n(CC(O)COc2ccccc2)c2ccccc21 (centres undefined)	2%	1%	1%	13%	-9%	0	-6%
O=C(O)c1nccnc1C(=O)Nc1ccc(Cl)cc1Cl	-7%	-1%	2%	17%	-13%	30	-9%
CC(=O)c1c(C)c2c(n1CCN(C)C)CCCC2	-2%	-7%	-4%	-6%	-6%	22	-12%
COC(=O)C1=C(c2ccc(-c3ccccc3)c(F)c2)C[C@@H]2CC[C@H]1N2C(=O)N1CCC(C)CC1	x	3%	-15%	-6%	0%	-26	60%[activator]
O=C(CSc1nc2ncccc2[nH]1)Nc1c(F)cc(F)cc1Br	8%	-2%	-6%	-14%	-15%	u	-28%
Cc1cc(N)n2nc(-c3ccc(C(C)(C)C)cc3)cc2n1	-18%	0%	14%	-11%	0%	178	8%
Cc1ccc2c(c1)c1c(c(=O)n(-c3cccc(Cl)c3)c(=O)n1CC(=O)Nc1c(C)cccc1C)n2C	x	-1%	x	-6%	-2%	6	x
COc1ccc(S(=O)(=O)NCCSCc2ccccc2C)cc1Br	6%	-23%	-6%	7%	-6%	12	-38%
Cc1ccc(C(=O)COC(=O)CNS(=O)(=O)c2ccccc2)cc1[N+](=O)[O-]	-7%	-3%	-2%	5%	-1%	30	-18%
CCN1CCc2c(sc(NC(=O)C3CCCCC3)c2C(=O)OC)C1	-2%	-2%	-6%	-5%	-12%	-6	41%
Cc1cc(C)n(CC(=O)NCc2ccccc2)c(=O)c1C#N	0%	-4%	5%	-11%	-13%	4	-10%
O=C(O)CCN1C(=O)c2ccc(NC(=O)Cc3ccc(Cl)cc3)cc2C1=O	3%	3%	5%	4%	1%	8	-19%

Of the compounds above, 3 contain an NH in an aromatic ring.
molecule	LmPK inhibitor	Tb PYK inh	AMA1 RON2 block	Sm TGR block	AmpC detergent	HCMV inh	AmpC inh no detg
CC(=O)NNC(=O)c1[nH]c2ccc(Cl)cc2c1-c1ccccc1	5%	2%	72%[activator]	-2%	5%	-4	83%[activator]
CSCC[C@H](NC(=O)c1cccc(S(=O)(=O)N2CCCCCC2)c1)c1nc2ccccc2[nH]1	x	-3%	-23%	x	x	u	-25%
O=C(CSc1nc2ncccc2[nH]1)Nc1c(F)cc(F)cc1Br	8%	-2%	-6%	-14%	-15%	u	-28%

(listing goes on)
molecule	LmPK inhibitor	Tb PYK inh	AMA1 RON2 block	Sm TGR block	AmpC detergent	HCMV inh	AmpC inh no detg
CCOC(=O)CNC(=O)C1Cc2ccccc2CN1S(=O)(=O)c1cccs1 (centres undefined)	0%	2%	6%	11%	-1%	18	-14%
COc1ccccc1NC(=O)Cc1nnc(SCC(=O)NC2CCCCC2C)n1C (centres undefined)	0%	7%	-10%	10%	-6%	-1	-7%
CC(CN(C)Cc1nc(Cc2cccc(C(F)(F)F)c2)no1)CN1CCCC1 (centres undefined)	1%	-6%	-1%	u	-3%	-36	3%
Cc1csc2nc(CNS(=O)(=O)c3ccc4c(c3)CCCC4)cn12	6%	-8%	11%	-7%	-5%	-10	-2%
Cc1ccc(C)n1-c1ncn[nH]1	9%	-3%	-7%	-35%	-3%	40	-3%
Cc1ccccc1OCC(=O)N/N=C/c1ccco1	0%	2%	16%	-12%	u	-13	-20%
CC1CN(c2ccccc2)CCN1Cc1nc(Cc2ccccc2)no1 (centres undefined)	-4%	1%	-4%	1%	6%	15	58%
CCOC(=O)c1cc(-c2csc(COc3ccccc3Cl)n2)on1	6%	5%	6%	5%	3%	31	23%
CCCCOc1ccc(S(N)(=O)=O)cc1	0%	-2%	0%	-1%	-4%	11	-10%
CCN(CC)S(=O)(=O)c1ccc(C(=O)Nc2ccc3c(c2)OCCO3)cc1	-3%	1%	0%	u	-2%	-5	-28%
CCc1cccc2c(-c3ccc(F)cc3)nc(SCC(=O)Nc3ccccc3)nc12	x	1%	x	1%	-2%	17	x
CC(C)C(=O)Nc1ccc(NC(=O)CCc2ccccc2)cn1	-4%	1%	11%	-5%[57.1 µM]	0%	-29	-8%
COc1ccccc1CC(=O)Nc1cccc(C)n1	8%	2%	-8%	10%	-1%	15	-21%
CC1CC(C)CN(CCCNC(=O)CCNC(=O)Cn2cnc3ccccc3c2=O)C1 (centres undefined)	-1%	-1%	10%	-8%	-11%	-11	-11%
CCn1c(N2CCN(S(=O)(=O)c3ccc(OC)cc3)CC2)nc2ccccc21	6%	-1%	-6%	4%	-8%	-39	12%
O=C1NCCCN1Cc1ccc(Cl)cc1	2%	-4%	-7%	-1%	-1%	-35	-7%
Cc1ccccc1C(=O)Nc1ccc2c(c1)OCCO2	-10%	-14%	4%	2%	-1%	-14	-12%
Cc1c(NC(=O)c2nc3ccccc3n(C)c2=O)cccc1[N+](=O)[O-]	x	2%	x	16%	10%	0	x
CCCOC(=O)c1ccc(NC(=O)Cn2nnc3sc4c(c3c2=O)CCC(C(C)(C)C)C4)cc1 (centres undefined)	x	5%	x	10%	8%	-16	x
COC(=O)c1c(-c2cccs2)csc1NC(=O)c1cccc(Cl)c1	x	-21%	x	0%	-4%	59	x
Cn1c(CCNC(=O)c2ccccc2F)nnc1SCc1nc2ccccc2c(=O)[nH]1	-2%	-1%	1%	2%	1%	56	-17%
Cc1ccc(C2/C(=C(/O)c3cnn(-c4ccccc4)c3C)C(=O)C(=O)N2CCCN2CCOCC2)o1 (centres undefined)	1%	x	x	10µM*	-8%	x	34%
COc1ccc2cc(CN(C(=O)Nc3ccccc3OC)C3CCCC3)c(=O)[nH]c2c1	2%	2%	2%	0%	-12%	0	29%
CCCCn1nnc(NC(=O)Cc2ccc(Cl)cc2)n1	-5%	-6%	-1%	9%	1%	34	-12%
